# SMARCA2 activ = SMARCA2 (BRM) function activators, primary screen, cell-based, luminescence, high throughput; MG213 cells, MMTV-luciferase reporter, dexamethasone, overnight; hit rate 1% among 370,000; AID 652017, 2013; activation, % at 9.1 µM; in the data active = activation above about 7.8%;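 also: 0% = vehicle wells and 100% = reference activator wells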
# ARFGAP1 inh = inhibitors of rat ARFGAP1 GAP activity, primary screen, biochemical, fluorescence polarization, GDP tracer. inhibition, % at 16.5 µM. Arfgap1-stimulated ARF1 GTP hydrolysis, GDP FP detection. hit rate 0.26% among 360,000. AID 651572, 2012;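 active = inhibition above a per-plate limit, mean inhibition of low control wells plus 3 SD, cut at about 25% in these data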;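 also: 0% = DMSO wells with enzyme and 100% = wells lacking Arfgap1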
# Target sequence (Q62848 1-136 limits assumed): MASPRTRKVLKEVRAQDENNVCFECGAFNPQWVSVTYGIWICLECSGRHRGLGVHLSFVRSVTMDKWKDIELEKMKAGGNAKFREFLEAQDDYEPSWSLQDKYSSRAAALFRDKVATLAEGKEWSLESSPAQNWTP
#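 Replicates: Single well per compound | Assay system: Truncated rat Arfgap1 GAP domain | Control set: No-Arfgap1 wells (100%) versus DMSO full-reaction wells (0%) | Times: Enzyme reaction 120 min at 25 °C after 20 min preincubation | Reagent: Human ARF1(Δ1-17)-GTP substrate | Measured by: Tracer-displacement fluorescence polarization with EDTA stop, 620/688 nm | Measure: Percent inhibition of Arfgap1-stimulated GTP hydrolysis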
# GC-A act = GC-A stimulated cGMP production enhancers – HEK293 GC-A cells, cGMP TR-FRET, EC30 ANP, primary screen; activation, % at 10 µM; Atrial natriuretic peptide receptor 1 (Homo sapiens), P16066; hit rate 0.14% among 370,000; 0% at EC30 ANP, 100% saturating ANP; in the data active = activation above about 40%
# HTRA1 inh = HTRA1 serine protease inhibitors, primary screen, biochemical, fluorescence polarization, HTS | recombinant HTRA1, FP-rhodamine activity-based probe | inhibition, % at 5.96 µM | Q92743 | hit rate 0.5% among 340,000; in the data active = inhibition above about 36%;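 also: 0% = enzyme with DMSO and 100% = wells lacking enzyme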
# mABHD4 FP = ABHD4 inhibitors, primary screen, biochemical, fluorescence polarization, mouse | (Lyso)-N-acylphosphatidylethanolamine lipase (Mus musculus), Q8VD66 | purified mABHD4, FP-Rh probe fluorescence polarization | inhibition, % at 8.92 µM | hit rate 0.54% among 370,000 | AID 720543, 2013;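 active = inhibition exceeding the mean over every tested compound plus 3 SD, cut at about 30% in these data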;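 also: 0% = plate median of compound wells and 100% = S159A mutant with DMSO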
# Target sequence (Q8VD66 whole entry, looked up): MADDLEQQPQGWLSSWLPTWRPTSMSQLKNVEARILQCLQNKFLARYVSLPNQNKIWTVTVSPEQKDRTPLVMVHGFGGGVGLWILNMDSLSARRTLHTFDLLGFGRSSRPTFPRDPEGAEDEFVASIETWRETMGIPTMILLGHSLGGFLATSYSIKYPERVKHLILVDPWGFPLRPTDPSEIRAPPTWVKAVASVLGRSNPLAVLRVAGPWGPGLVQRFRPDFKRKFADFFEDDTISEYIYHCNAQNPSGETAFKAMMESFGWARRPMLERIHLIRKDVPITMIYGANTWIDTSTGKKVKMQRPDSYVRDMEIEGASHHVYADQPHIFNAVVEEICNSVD
#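 System: mouse ABHD4 enzyme, wild type / Medium: HEPES pH 7.0, NaCl, Pluronic buffer / Reagent: FP-Rh activity-based fluorescent probe / Control set: S159A mutant high control, sample median low control / Detection: fluorescence polarization with parallel and perpendicular emission, 525/598 nm / Schedule: 45 min + 60 min at 25 °C / Compound dosing: 8.92 µM, single dose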
# rCAG binder = binders of r(CAG) RNA repeats, primary screen, biochemical, fluorescence; r(CAG) RNA repeat, TO-PRO-1 dye displacement fluorescence; inhibition, % at 3 µM; hit rate 1.3% among 370,000; AID 651821, 2012;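 active = inhibition above the plate cutoff, the mean of all test compounds on that plate plus 3 SD, cut at about 35% in these data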;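 also: 0% = DMSO alone and 100% = 100 µM mitoxantrone as full dye displacement; higher means more dye released from RNA so lower well fluorescence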
# NR1D1 modulator = modulators of Rev-erb alpha DNA binding, primary screen, biochemical, FITC-DNA, fluorescence polarization, uHTS; Rev-erbα–FITC-DNA binding, 90 min; hit rate 0.79% among 370,000; AID 1259318, 2017; activity, % at 10 µM; Nuclear receptor subfamily 1 group D member 1 (Homo sapiens), P20393;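 active = activity above about 14%, limit read from the data; passing the limit was not always enough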;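 also: 0% = DMSO wells with 35 nM protein and 100% = DMSO wells with 750 nM protein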
# ASAP1 inh = inhibitors of human ASAP1 ArfGAP activity, primary screen, biochemical, fluorescence polarization. Arf-GAP with SH3 domain, ANK repeat and PH domain-containing protein 1 (Homo sapiens), …. ASAP1-stimulated ARF1 GTP hydrolysis, GDP FP detection. inhibition, % at 16.5 µM. hit rate 0.19% among 360,000; in the data active = inhibition above about 25%;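 also: 0% = vehicle with enzyme and substrate and 100% = no enzyme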
# Target sequence (Q9ULH1 325-724 limits assumed): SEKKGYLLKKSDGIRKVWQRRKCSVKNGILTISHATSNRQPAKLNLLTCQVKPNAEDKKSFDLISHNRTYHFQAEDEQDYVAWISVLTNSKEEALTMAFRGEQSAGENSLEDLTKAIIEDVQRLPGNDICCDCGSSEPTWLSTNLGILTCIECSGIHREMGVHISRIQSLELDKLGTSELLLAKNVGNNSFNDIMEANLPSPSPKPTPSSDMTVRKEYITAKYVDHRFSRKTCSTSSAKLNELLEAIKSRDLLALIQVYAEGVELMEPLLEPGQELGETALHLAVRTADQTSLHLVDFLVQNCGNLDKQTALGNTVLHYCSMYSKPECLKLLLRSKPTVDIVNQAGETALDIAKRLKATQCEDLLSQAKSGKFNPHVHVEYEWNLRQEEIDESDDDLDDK
# PG9 Ab binder = binders of HIV-1 gp120 antibody PG9, primary screen, biochemical, TR-FRET | HIV-1 gp120 / PG9 antibody interaction | TR-FRET gp120-PG9 antibody binding | inhibition, % at 6.7 µM | hit rate 0.43% among 360,000; in the data active = inhibition above about 8.5%
# NPR2 activator = human GC-B receptor activators, primary screen, HEK293 GC-B cells, cGMP TR-FRET, EC30 CNP; Atrial natriuretic peptide receptor 2 (Homo sapiens), P20594; 0% at EC30 CNP, 100% saturating CNP; activation, % at 10 µM; hit rate 0.11% among 370,000;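 active = activation at 10 µM reaching about 35% in either raw or pattern-adjusted values, limit read from the data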
# * marks the source's active call; other numbers are inactive results; · = no result given. The list is partial; the hit share may differ from the screen's.
SMILES,SMARCA2 activ,ARFGAP1 inh,GC-A act,HTRA1 inh,mABHD4 FP,rCAG binder,NR1D1 modulator,ASAP1 inh,PG9 Ab binder,NPR2 activator
COC(=O)C1=C(c2ccc3ccccc3c2)C[C@@H]2CC[C@H]1N2C(=O)NC1CC1,-1.4,-0.5,0.4,-1.6,-2.8,-3.2,1.0,7.3,0.4,4.0
CC1=C(C(=O)O)N2C(=O)[C@@H](NC(=O)CCCC(=O)O)[C@H]2SC1,-2.9,5.5,2.4,-3.5,-0.1,1.2,2.9,8.9,2.0,0.9
Cc1ccc2c(c1)C1CN(C)CCC1N2C(=O)Cn1nnc(-c2ccccc2F)n1 (stereo unspecified),1.6,16.9,3.6,-9.6,-5.8,2.2,-5.3,7.4,0.8,2.3
C=CCn1c(O)c(/C(C)=N/N2CCCCC2)c(=O)[nH]c1=O,-5.6,2.1,-1.1,0.9,0.7,-3.7,-1.1,-1.5,-0.1,2.9
CCOc1ccc(N2C(=O)NC(=O)/C(=C/c3cnc(SC)nc3)C2=O)cc1,2.5,-9.7,-0.6,-8.4,5.1,2.8,-1.2,6.6,0.5,0.2
Cc1cc(OCC(=O)N[C@@H](Cc2ccccc2)C(=O)O)c2c3c(c(=O)oc2c1)CCCC3,0.6,-9.8,-1.1,-11.9,3.6,45.6*,-0.6,4.0,-1.0,1.9
CCC(=NCc1cccnc1)c1c(O)n(-c2ccc(Cl)cc2)c(=O)[nH]c1=O,-6.6,-2.1,2.4,5.7,-8.0,-2.4,0.6,-8.5,-0.6,3.6
COc1ccc(-n2c(O)c(/C(C)=N/N3CCCCCC3)c(=O)[nH]c2=O)cc1,-3.7,6.4,2.2,·,-1.4,-4.9,2.6,-1.9,-0.4,-3.7
O=C(Cc1ccccc1)N1CCN(Cc2ccc([N+](=O)[O-])cc2)CC1,-0.7,-6.7,0.1,6.9,6.9,-7.1,2.8,5.2,-1.3,-0.5
O=C(NCCN1CCC2(CC1)C(=O)NCN2c1ccccc1)c1cccc(F)c1,-1.5,-0.1,-5.8,·,-0.8,2.0,2.7,3.0,1.2,6.0
COC(=O)c1cc(C(O)(C(=O)OC)C(F)(F)F)c(/N=C/N(C)C)s1 (stereo unspecified),-0.1,-16.6,2.0,-6.2,-3.3,0.8,-5.7,-7.5,-1.2,0.8
CC(Cc1ccccc1)[n+]1cc(/N=C(\[O-])N(C)C)on1 (stereo unspecified),4.4,-1.0,-0.8,-5.0,-4.7,-1.1,1.0,-5.1,-0.9,4.1
O=C1C(=Cc2ccccc2)N2CCC1CC2,0.6,2.0,6.8,2.3,-1.1,1.5,-1.6,-5.9,0.1,0.7
Cc1cc2ccccc2c(=O)n1CC(=O)NCC(=O)N1CCC2(CC1)OCCO2,1.5,7.4,4.0,-7.2,-2.4,-3.1,-3.0,-5.2,-1.0,7.4
CCn1c(O)c(/C=N/N2CCOCC2)c(=O)n(CC)c1=S,2.3,-3.5,-5.0,-3.3,-1.0,2.3,-7.4,22.4,-1.9,-8.8
Cc1ccccc1N1C(=O)CC(=O)N(c2ccccc2C)C1=O,-0.9,1.6,0.6,-5.6,-5.8,22.9,7.7,9.0,-1.9,-0.8
CC1(c2ccc(Cl)cc2Cl)OCC(Cn2cncn2)O1 (stereo unspecified),2.7,5.2,-2.4,-4.3,-3.0,-5.3,4.9,2.5,-2.8,-2.6
CN1CC(C#N)C2(O)c3ccccc3CCC2C1 (stereo unspecified),-0.8,11.4,1.1,4.0,1.2,7.7,2.6,-9.0,1.1,2.4
COC(=O)C1=CO[C@@H](C)[C@@H]2CN3CC[C@]4(C(=O)Nc5ccccc54)[C@@H]3C[C@H]12,0.7,-5.6,2.4,1.7,3.5,-6.2,0.1,6.4,-2.0,-3.3
COc1ccc(C(=O)C2CCCN(CCc3ccccc3)C2)cc1OC (stereo unspecified),-1.0,1.2,-1.8,·,-0.8,1.3,-7.9,-11.1,-0.3,-2.5

# Just NPR2 activator, for 4 of the compounds above:
compound	NPR2 activator
CCOc1ccc(N2C(=O)NC(=O)/C(=C/c3cnc(SC)nc3)C2=O)cc1	0.2
Cc1cc(OCC(=O)N[C@@H](Cc2ccccc2)C(=O)O)c2c3c(c(=O)oc2c1)CCCC3	1.9
CCC(=NCc1cccnc1)c1c(O)n(-c2ccc(Cl)cc2)c(=O)[nH]c1=O	3.6
COc1ccc(-n2c(O)c(/C(C)=N/N3CCCCCC3)c(=O)[nH]c2=O)cc1	-3.7

# The list continues:
SMILES,SMARCA2 activ,ARFGAP1 inh,GC-A act,HTRA1 inh,mABHD4 FP,rCAG binder,NR1D1 modulator,ASAP1 inh,PG9 Ab binder,NPR2 activator
C=CCCC[C@@H]1OC(=O)CNC(=O)C([C@@H](C)CC)NC(=O)[C@@H]2CCCN2C(=O)C([C@@H](C)CC)OC(=O)[C@H](Cc2ccccc2)N(C)C(=O)[C@H](C(C)C)NC(=O)C1(C)C (stereo partly specified),-3.9,-10.8,-1.4,·,-0.6,8.4,3.9,2.9,-0.1,5.7
C=CCn1c(C)c(C=C2C(=O)NC(=O)NC2=O)c2ccccc21,1.1,3.0,-0.2,9.4,2.2,-2.7,2.5,-1.7,-2.7,1.9
COc1ccc2c(c1)C13CCCC[C@@H]1C(C2)N(C)CC3 (stereo partly specified),-4.7,-0.6,1.9,5.5,-3.5,1.0,-6.4,-1.7,0.1,0.3
O=C(/C=C/C=C/c1ccccc1)CC1(O)C(=O)Nc2ccccc21 (stereo unspecified),-1.2,0.0,-3.1,-5.9,3.7,-0.1,-3.0,7.1,0.7,-2.3
C=C1[C@@H](C)[C@H]2[C@H](Cc3ccccc3)NC(=O)[C@]23OC(=O)/C=C/[C@H](O)CCC[C@@H](C)C/C=C/[C@H]3[C@@H]1O,-3.8,-10.0,-2.8,-2.2,-0.5,2.0,3.5,-5.7,-2.1,5.6
Cc1c(C(=O)O)cccc1-n1c(C)cc(/C=C2\C(=O)NC(=O)N(c3ccc4c(c3)OCO4)C2=O)c1C,1.9,7.9,0.2,4.2,6.7,9.3,0.2,4.6,-2.9,3.1
COC(=O)C1=C(c2ccc(F)cc2F)C[C@@H]2CC[C@H]1N2C(=O)NCCCOC(C)C,-0.4,2.8,-1.1,-5.3,7.9,-7.1,19.4*,-13.1,0.9,5.9
CN(C)Cc1ccccc1OC(=O)N(C)C,0.5,20.2,2.4,6.5,5.0,-0.3,-0.7,-5.4,-0.3,8.9
S=P(c1ccccc1)(c1ccccc1)c1c[n+](Cc2ccccc2)c2ccccn12,·,·,-1.2,·,3.6,·,7.9,·,·,-4.3
O=[N+]([O-])c1ccc(NCCCN2CCOCC2)nc1,-0.5,2.9,1.6,8.1,2.4,-2.8,2.0,9.2,-0.4,-6.8
CN1CCN(c2cc([N+](=O)[O-])ccc2Cl)CC1,-1.4,3.0,0.8,-0.4,0.7,-2.6,5.0,-4.3,0.5,5.7
COP(=O)(OC)C(Nc1ccccc1)c1ccccc1 (stereo unspecified),2.8,0.9,-4.7,2.5,2.5,0.3,-2.0,0.0,-0.8,-9.9
COc1ccc(OC)c(NC2=NCCCS2)c1,1.3,8.7,-2.6,5.1,0.3,1.1,-1.6,3.6,0.5,0.9
Cc1nc(Cl)sc1C(=O)Nc1ccc2ccccc2c1,2.5,5.5,5.8,-27.5,-7.8,2.5,-1.5,1.6,-1.2,6.0
CCOC(=O)CCCCCNC(=O)c1c(O)[nH]c(=O)[nH]c1=O,0.5,1.2,-1.5,4.9,-6.7,10.4,-1.0,-1.0,1.0,8.2
Cc1cccc(C(=O)NC(Oc2ccccc2)C(Cl)(Cl)Cl)c1 (stereo unspecified),-3.5,8.3,-9.6,0.0,-8.2,-4.3,-5.7,-7.4,1.9,-9.5
O=C(COc1ccccc1Cl)N1CCCC(N2CCN(c3ccc(F)cc3)CC2)C1 (stereo unspecified),-4.3,-3.7,1.8,0.3,-2.2,-6.3,0.7,-11.3,-0.4,1.7
Cc1ccc(C2NC(=S)NC(c3ccc(C)cc3)C23C(=O)NC(=O)NC3=O)cc1 (stereo unspecified),-2.4,13.4,5.6,4.0,-13.2,2.0,-0.4,9.8,0.7,3.5
O=C(c1n[nH]c(=O)c2ccccc12)N1CCC2(CC1)OCCO2,-1.1,7.7,0.2,-0.5,1.5,-3.4,0.8,7.7,-2.3,-2.1
N/C(=N/[N+](=O)[O-])N1CCN(C(=O)c2ccc(Cl)cc2)CC1,-2.3,-2.8,2.8,-0.2,-4.7,-1.2,-7.6,4.7,-1.1,6.8
O=[N+]([O-])c1ccc(N2CCCC2)c2ncccc12,-2.0,0.5,-6.3,2.1,1.3,3.4,20.0,5.3,-2.8,-5.1
O=C1CN=C(c2cccc(Br)c2)c2cc(Br)ccc2N1,-3.3,-8.3,-47.1,-8.2,-6.5,8.2,1.0,4.4,1.2,-12.9
CC(=O)NN1C(=O)c2ccccc2NC1c1cccnc1 (stereo unspecified),-3.4,0.8,-4.4,-3.0,2.5,-1.1,-0.9,3.3,-0.7,-6.4
O=C(NC(c1ccc(Cl)cc1)P(=O)(Oc1ccccc1)Oc1ccccc1)OCc1ccccc1 (stereo unspecified),-1.4,-3.5,-4.9,5.2,-1.1,0.3,-5.4,-2.1,-0.8,-0.5
Cc1nn(Cc2ccccc2Cl)c(Cl)c1C(=O)OCC(=O)NCc1ccco1,-0.2,-3.9,7.8,-4.7,-1.7,-7.5,-0.7,-3.9,1.5,4.8
O=C1/C(=C/c2ccc([N+](=O)[O-])cc2)N2CCC1CC2,-3.2,9.6,2.5,2.0,-14.4,2.6,-3.0,6.3,-0.1,0.6
CCOP(=O)(OCC)C(NC(=O)c1ccccc1Cl)=C(Cl)Cl,-2.4,10.5,-1.6,4.7,1.7,-2.3,2.5,4.3,-1.1,9.1
CCN1C(=O)c2ccccc2Sc2ccc(C(=O)N3CCC4(CC3)OCCO4)cc21,·,·,5.5,-1.3,·,·,3.0,·,·,0.3
Cc1ccsc1C(=O)C1CCCN(Cc2cnn(C)c2)C1 (stereo unspecified),-2.8,4.7,2.3,3.4,3.4,-1.2,0.4,8.4,0.9,4.2
Cc1[nH]c2ccccc2c1CCNCc1ccco1,-4.2,-9.8,-9.8,6.7,-0.8,-2.3,-2.2,6.0,-0.6,-10.5

# Look-ups from the results shown.
# In NPR2 activator, Cc1[nH]c2ccccc2c1CCNCc1ccco1 shows -10.5
# In HTRA1 inh, Cc1ccsc1C(=O)C1CCCN(Cc2cnn(C)c2)C1 (stereo unspecified) shows 3.4
